# KKLEB tox: cytotoxicity in KKLEB CF airway cells, primary screen, cytotoxicity control for CF NF-kB inhibitor project, cell-based, uHTS, fluorescence assay plates. activity change (cytotoxicity), % at 5 µM. KKLEB CF airway cells viability, ATPlite luminescence, overnight; hits give low values; cells stimulated with P. aeruginosa culture filtrate. actives 0.36% (n = 360,000);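 active = corrected activity change at or below -50% at 5 µM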
# PDI inh: inhibitors of human PDI, primary screen, biochemical, turbidity, single point, plate reader; AID 588391, 2011; inhibition, % at 10 µM; actives 0.052% (n = 350,000); PDI insulin aggregation turbidity, A650, 90 min;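 active = mean inhibition across replicates of 30% or more, whatever share of single replicates reach that level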;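 also: absorbance from insulin aggregation driven by PDI reduction with DTT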
# Target sequence (P07237 whole entry, looked up): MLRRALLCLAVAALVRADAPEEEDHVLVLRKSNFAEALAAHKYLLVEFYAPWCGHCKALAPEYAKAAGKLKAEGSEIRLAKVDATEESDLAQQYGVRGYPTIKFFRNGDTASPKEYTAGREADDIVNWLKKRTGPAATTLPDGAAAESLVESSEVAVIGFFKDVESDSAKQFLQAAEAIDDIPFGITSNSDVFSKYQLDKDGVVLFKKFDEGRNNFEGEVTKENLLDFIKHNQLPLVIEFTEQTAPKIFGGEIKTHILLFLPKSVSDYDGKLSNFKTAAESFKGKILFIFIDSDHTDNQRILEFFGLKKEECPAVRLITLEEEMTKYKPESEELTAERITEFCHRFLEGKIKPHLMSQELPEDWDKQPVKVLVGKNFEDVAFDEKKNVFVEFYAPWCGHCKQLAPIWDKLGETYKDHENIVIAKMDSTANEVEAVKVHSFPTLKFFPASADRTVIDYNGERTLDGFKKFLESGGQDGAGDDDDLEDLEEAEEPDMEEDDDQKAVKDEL
# NR2E3 ag-1: inhibitors of NR2E3-RetCOR corepressor binding, primary screen, NR2E3 agonist project, biochemical, TR-FRET, GST-NR2E3, biotin-RetCOR. 1536-well. inhibition of corepressor binding, % at 4.78 µM. actives 0.12% (n = 320,000). AID 2300, 2010;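 active = percent inhibition above the cutoff of mean plus 3 SD of all tested compounds, set per screening campaign, cut at about 20% in these data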;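 also: 0% = DMSO wells and 100% = biotin wells as full block of FRET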
# Target sequence (Q9Y5X4 whole entry, looked up): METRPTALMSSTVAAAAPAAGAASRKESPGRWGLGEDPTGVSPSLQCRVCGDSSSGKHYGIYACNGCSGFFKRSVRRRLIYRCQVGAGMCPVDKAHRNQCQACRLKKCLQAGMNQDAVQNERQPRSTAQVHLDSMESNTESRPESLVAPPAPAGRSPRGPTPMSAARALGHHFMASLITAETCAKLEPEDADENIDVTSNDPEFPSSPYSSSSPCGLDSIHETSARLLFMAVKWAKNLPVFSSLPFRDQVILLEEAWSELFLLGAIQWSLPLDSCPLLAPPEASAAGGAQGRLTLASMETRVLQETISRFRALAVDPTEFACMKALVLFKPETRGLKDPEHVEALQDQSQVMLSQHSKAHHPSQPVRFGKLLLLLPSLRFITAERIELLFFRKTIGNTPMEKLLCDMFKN
#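 Material – GST-tagged NR2E3 plus biotinylated RetCOR corepressor · Quantity – NR2E3 fusion 1.35 nM · Times – 5 h incubation at 4 °C · Medium – pH 7.5 Tris-based buffer · Technique – TR-FRET, Eu(K)-anti-GST donor, streptavidin-D2 acceptor, ex 340, em 617/671 nm · Benchmarks – high control biotin, low control 0.6% DMSO · Format – 1536-well plates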
# CaV13 FRET inh: Disruptors of the CACNA1D IQ motif to Ca2+-dependent inactivation inhibitor domain association, primary screening, Förster resonance energy transfer in intact living …; actives 0.098% (n = 340,000); HEK cells, CFP/YFP FRET ICDI-IQ, plate reader, 10 min; percent FRET-ratio fall versus neutral wells; inhibition, % at 12.3 µM;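 active = mean replicate inhibition of at least 30% and at least 1% of replicates passing that level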;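 also: 0% = median of the neutral control wells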
# Vif imaging: HIV Vif self-association inhibitors, primary screen, imaging, HEK293T, single point | actives 0.35% (n = 340,000) | inhibition, % at 7.49 µM | HEK293T cells, Vif self-association by quenched fluorescence, 24 h; in the data active = inhibition above about 50%, passing the limit was not always enough; also: some results filed as inactive read as strong as hits
# Shn3 inh set2: reduction of Shn3 3'UTR firefly luciferase signal, primary screen, Schnurri-3 inhibitor project, cell-based, Clone20 osteoblasts, set 2. Clone20 osteoblast Shn3 3'UTR firefly luciferase, 24 h. inhibition, % at 12.5 µM. actives 0.52% (n = 360,000);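 active = mean inhibition of at least 75% with every replicate also reaching 75%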;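 also: 0% = median of neutral control wells and 100% = pilot-screen positive control compound; some compounds past the cut are filed as inactive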
# TRPM1 prom inh: inhibitors of MITF-dependent TRPM1 promoter reporter, primary screen, cell-based, SK-MEL-5, single point, luciferase | actives 0.83% (n = 330,000) | inhibition, % at 12.5 µM | SK-MEL-5 TRPM1 promoter luciferase, 24 h;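 active = mean inhibition across replicates of 60% or more, whatever share of single replicates reaches that level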; also: values of inactives mirror those of a sister screen read the other way
# Peg3 promoter: Peg3 promoter-driven luciferase inhibitors, primary screen, cell-based, HeLa, luciferase luminescence. inhibition, % at 20 µM. actives 1.7% (n = 360,000). AID 588405, 2011. HeLa PEG-Prom luciferase reporter, overnight;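 active = inhibition of at least 50% at 20 µM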
# NR2E3 ag-2: NR2E3 agonists in two-hybrid cells, primary screen, cell-based, luminescence, CHO-S, Gal4-NCOR/VP16-NR2E3. luciferase. actives 0.35% (n = 360,000). AID 602229, 2012. Photoreceptor-specific nuclear receptor (Homo sapiens), Q9Y5X4. inhibition of corepressor binding, % at 3.98 µM;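 active = inhibition above the mean of all tested compounds plus 3 SD, cut at about 70% in these data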;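 also: 0% = DMSO with NR2E3 transfected cells and 100% = cells lacking NR2E3 construct; higher means lower luciferase signal from less NR2E3 corepressor binding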
# CF NFkB inh: inhibitors of PAF-induced NF-kB signaling, primary screen, cell-based, GFP fluorescence, uHTS. KKLEB NF-kB-GFP reporter, GFP fluorescence overnight. inhibition, % at 5 µM. actives 0.86% (n = 360,000). AID 588850, 2011;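 active = at least 50% inhibition at 5 µM, scaled per plate between neutral and stimulator controls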;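 also: PAF is a Pseudomonas aeruginosa culture filtrate used as stimulus; plate controls were PAF-stimulated DMSO wells for no effect and unstimulated DMSO wells for full effect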
# HIF-2a inh: HIF-2a reporter inhibitors, primary screen, luminescence, 786-0 RCC cells; AID 624352, 2012; inhibition, % at 18.8 µM; 786-0 RCC cells HIF-2a reporter, luciferase luminescence, overnight; actives 0.72% (n = 360,000);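 active = inhibition of the luminescence signal of 40% or more relative to plate controls, in a single-dose primary screen at 18.75 µM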
# * hit, by the source's call; x = not tested or not shown.
nr	mol	KKLEB tox	PDI inh	NR2E3 ag-1	CaV13 FRET inh	Vif imaging	Shn3 inh set2
1	Cc1cccc(N2CC(C(=O)Nc3ccc(S(=O)(=O)N4CCOCC4)cc3)CC2=O)c1C (stereo unspecified)	-4	7	5	-5	-3	-6
2	CN(CCO)C(=O)c1ccc(-c2nn(C)c(=O)c3ccccc23)cc1	0	1	1	-2	-2	-18
3	COc1ccc(S(=O)(=O)N2CC=C(C(=O)NC3CCCC3)CC2)cc1	7	3	0	-6	-4	-29
4	CCc1nc2c(s1)CCc1onc(-c3ccc(Cl)cc3)c1-2	-16	-1	1	-4	3	14
5	CCN1CCN(C(=O)C(NS(=O)(=O)c2ccc3nc(C)sc3c2)C(C)C)CC1 (stereo unspecified)	-2	-3	3	9	-2	-8
6	CCCCN=C1N/C(=C\c2ccco2)C(=O)N1c1ccccc1	4	-2	2	-5	-3	-5
7	Cc1ccc(S(=O)(=O)N2CCN(C(=O)CCc3nc4ccccc4c(=O)[nH]3)CC2)c(C)c1	-20	-4	-1	-7	-2	3
8	COc1cccc(Cn2c(N)c(C#N)c3nc4ccccc4nc32)c1OC	-8	-2	5	-5	-2	5
9	NS(=O)(=O)OCC1CCCCC1	6	5	0	-9	8	-4
10	COc1ccc(OC)c(CNC(=O)C2CCCN(c3ncnc4c3nc3n4CCCCC3)C2)c1 (stereo unspecified)	4	0	-2	-16	-4	2
11	Cc1ccc(N=Nc2c(N)n(-c3ccccc3)[nH]c2=O)cc1	8	3	0	x	5	-53
12	O=C(Nc1nc2ccc([N+](=O)[O-])cc2s1)C1CCCO1 (stereo unspecified)	-31	-4	-1	-5	0	-52

nr	TRPM1 prom inh	Peg3 promoter	NR2E3 ag-2	CF NFkB inh	HIF-2a inh
1	-5	19	-16	6	-7
2	14	18	19	-6	14
3	2	0	-1	0	7
4	-5	-6	-17	12	1
5	-4	-6	-14	6	-7
6	-3	19	0	-5	5
7	3	0	13	3	17
8	-3	34	0	-9	18
9	5	-1	0	-10	3
10	8	2	-33	0	9
11	-68	-288	-26	-27	-288
12	-30	-218	-95	11	-187

# (continued)
nr	mol	KKLEB tox	PDI inh	NR2E3 ag-1	CaV13 FRET inh	Vif imaging	Shn3 inh set2
13	COc1ccc(CN=C(Nc2ccccc2)SC2CC(=O)N(C)C2=O)cc1 (stereo unspecified)	-4	-6	-2	-3	-3	-19
14	O=c1cc(-c2ccccc2)oc2ccc(O)cc12	13	1	-5	-2	-16	-92
15	O=C(COC(=O)c1cccc(S(=O)(=O)NCc2ccccc2)c1)Nc1ccccc1OC(F)F	11	3	-3	-4	-4	-49
16	C=CCOn1c(-n2nc(C)cc2C)nc2ccccc2c1=O	10	0	1	-9	x	-1
17	CC(C)COc1ccc(C(=O)Nc2scc(-c3ccc(Cl)cc3Cl)c2C(N)=O)cc1	-9	-6	1	-8	-1	5
18	Cc1ccc(NC(=O)COC(=O)CSC(=S)N2CCOCC2)cc1	-5	-4	1	-7	44	-36
19	Cc1ccsc1C(=O)OCC(=O)N(Cc1ccccc1)C(C)C	8	-1	x	-7	1	-5
20	O=C(COC(=O)C(Cc1ccccc1)NC(=O)c1ccc(Cl)cc1)c1ccc(Cl)cc1 (stereo unspecified)	-3	-5	-3	-7	-7	-26
21	COc1ccc(CCNc2oc(COc3ccccc3)nc2C#N)cc1	5	12	-1	-3	-2	-7
22	O=C(CSc1nc2ccccc2[nH]1)Nc1nc(-c2ccc(Br)cc2)cs1	4	-3	3	-5	-15	26
23	CCc1nnc(NC(=O)c2ccc(S(=O)(=O)N(CCOC)CCOC)cc2)o1	10	5	0	-4	36	12
24	COc1cc(OC)cc(C(=O)N(Cc2cc3cc(C)ccc3[nH]c2=O)C(C)C)c1	-8	-3	2	x	-4	25

nr	TRPM1 prom inh	Peg3 promoter	NR2E3 ag-2	CF NFkB inh	HIF-2a inh
13	3	-5	-32	-7	5
14	-52	-380	-94	-70	-352
15	16	10	-15	5	28
16	0	4	-16	-13	20
17	2	-16	-9	12	19
18	-3	-19	-25	-20	-59
19	2	-43	-25	11	-23
20	5	-13	-1	9	11
21	14	-5	-17	2	-14
22	-9	-106	-10	-14	-157
23	-11	7	5	-6	13
24	5	-4	-7	6	20

# The list goes on.
nr	mol	KKLEB tox	PDI inh	NR2E3 ag-1	CaV13 FRET inh	Vif imaging	Shn3 inh set2
25	O=C(Nc1cccc(C(F)(F)F)c1)c1cccnc1N1CCOCC1	3	-6	3	-3	-13	8
26	O=C(/C=C/Nc1ccc(Nc2ccccc2)cc1)c1cccs1	25	-1	x	-6	x	-68
27	COC(C[C@@H]1O[C@H]1C(=O)COCc1ccccc1)OC	-2	6	1	-4	x	-76
28	COC(=O)C1=C(C)N(CC2CC2)C(=NCc2cccc(C(F)(F)F)c2)N[C@H]1c1ccccc1	-1	3	x	x	11	8
29	CCOc1ccc(S(=O)(=O)N2CCCC(C(=O)NCC3CCCO3)C2)cc1 (stereo unspecified)	-12	-4	3	-5	9	9
30	Cc1c(NC(=O)COC(=O)c2ccccc2O)c(=O)n(-c2ccccc2)n1C	-11	9	x	-6	0	-13
31	N=C1CCCN1CC(=O)c1cccs1	7	-5	2	-2	-1	-19
32	COC(=O)c1ccccc1Nc1ccnc(Cl)n1	-6	2	1	-18	1	1
33	Cc1ccc(C(=O)NCc2ccco2)cc1S(=O)(=O)N1CCCC1	-1	3	2	x	4	-3
34	CC(C)c1cc(-c2cc(-c3ccccc3)on2)nc(NC2CCCC2)n1	-13	7	-2	-10	1	39
35	CCC(CC)C(=O)c1c[nH]c(C(=O)NCCc2ccccn2)c1	7	-8	-2	-1	8	-6
36	CCn1c(N2CCN(C(=O)C34CC5CC(CC(C5)C3)C4)CC2)nc2ccccc21	6	1	1	x	-5	43

nr	TRPM1 prom inh	Peg3 promoter	NR2E3 ag-2	CF NFkB inh	HIF-2a inh
25	16	1	1	-13	18
26	-58	-291	-9	-2	-269
27	12	13	27	15	10
28	14	31	-3	8	6
29	3	-4	6	22	2
30	x	1	-28	-16	9
31	-6	-3	1	-4	9
32	-15	0	5	-1	-7
33	-8	7	-17	13	2
34	-9	19	15	10	-15
35	10	-17	-17	2	-28
36	-7	3	2	-14	19

# Four entries from above in another layout.
36. CCn1c(N2CCN(C(=O)C34CC5CC(CC(C5)C3)C4)CC2)nc2ccccc21
  KKLEB tox: 6
  PDI inh: 1
  NR2E3 ag-1: 1
  CaV13 FRET inh: x
  Vif imaging: -5
  Shn3 inh set2: 43
  TRPM1 prom inh: -7
  Peg3 promoter: 3
  NR2E3 ag-2: 2
  CF NFkB inh: -14
  HIF-2a inh: 19

26. O=C(/C=C/Nc1ccc(Nc2ccccc2)cc1)c1cccs1
  KKLEB tox: 25
  PDI inh: -1
  NR2E3 ag-1: x
  CaV13 FRET inh: -6
  Vif imaging: x
  Shn3 inh set2: -68
  TRPM1 prom inh: -58
  Peg3 promoter: -291
  NR2E3 ag-2: -9
  CF NFkB inh: -2
  HIF-2a inh: -269

35. CCC(CC)C(=O)c1c[nH]c(C(=O)NCCc2ccccn2)c1
  KKLEB tox: 7
  PDI inh: -8
  NR2E3 ag-1: -2
  CaV13 FRET inh: -1
  Vif imaging: 8
  Shn3 inh set2: -6
  TRPM1 prom inh: 10
  Peg3 promoter: -17
  NR2E3 ag-2: -17
  CF NFkB inh: 2
  HIF-2a inh: -28

34. CC(C)c1cc(-c2cc(-c3ccccc3)on2)nc(NC2CCCC2)n1
  KKLEB tox: -13
  PDI inh: 7
  NR2E3 ag-1: -2
  CaV13 FRET inh: -10
  Vif imaging: 1
  Shn3 inh set2: 39
  TRPM1 prom inh: -9
  Peg3 promoter: 19
  NR2E3 ag-2: 15
  CF NFkB inh: 10
  HIF-2a inh: -15

# Remaining list, next part
nr	mol	KKLEB tox	PDI inh	NR2E3 ag-1	CaV13 FRET inh	Vif imaging	Shn3 inh set2
37	Cc1ccc(Cn2cc(SCC(=O)Nc3nccs3)c3ccccc32)cc1	-3	x	2	-5	25	-23
38	O=C(COc1coc(CN2CCc3ccccc32)cc1=O)Nc1ccccc1	0	5	4	-6	-4	1
39	O=C(N/N=C/c1c(Cl)cccc1Cl)c1ccc(-n2cnnn2)cc1	-7	-6	2	-5	9	-16
40	Cc1ccc(CN2CC(C(=O)NCC(=O)Nc3c(C)cccc3C)CC2=O)cc1 (stereo unspecified)	-13	-2	1	-5	0	-7
41	Cc1ccc(C(=O)NC(C)c2ccc(F)cc2)cc1 (stereo unspecified)	4	9	-1	-19	-1	23
42	CCN(CCCn1c(=S)[nH]c2ncccc2c1=O)c1ccccc1	-11	6	1	-4	-6	-1
43	O=C(CNS(=O)(=O)Cc1ccccc1)NCc1ccccc1	13	3	0	-4	8	-6
44	Fc1cnc(N/N=C/c2ccc(-c3ccc(Br)cc3)o2)nc1N1CCOCC1	2	7	0	-5	5	x
45	Cc1csc2ncc(C(=O)Nc3ccccc3Cl)c(=O)n12	-2	-13	3	-8	11	-56
46	CCCNC(=O)NNC(=O)c1cc(-c2ccc3c(c2)OCO3)nc2ccccc12	17	13	1	-2	x	1
47	O=C(Nc1ccc(Cl)cc1Cl)c1ccc2c(=O)n3c(nc2c1)CCC3	16	7	-3	-4	-3	-134
48	COc1ccccc1CNC(=O)C1Cc2cc(S(=O)(=O)N3CCCC3)ccc2N1C(C)=O (stereo unspecified)	2	1	0	-5	-5	0
49	O=C(Nc1ccc(Br)cc1)c1csc(-c2ccncc2)n1	12	0	3	6	-5	1
50	CN1C(=O)c2cccc(NC(=O)Cc3ccccc3)c2C1=O	5	3	0	-7	12	9

nr	TRPM1 prom inh	Peg3 promoter	NR2E3 ag-2	CF NFkB inh	HIF-2a inh
37	x	-25	10	-2	-98
38	2	0	8	-14	-10
39	-5	-2	-1	-7	9
40	2	-7	16	3	1
41	0	12	-14	0	-10
42	10	8	12	21	5
43	-9	-4	-10	-3	7
44	-7	10	16	-8	11
45	-31	-147	-25	-12	-166
46	3	-22	-4	-25	-23
47	-101	-386	-109	-8	-217
48	-1	5	-3	14	7
49	3	-29	-9	-31	-81
50	6	-9	-18	0	-5

# Screening results: PubChem BioAssay, several laboratories
